CHT allo act: CHT positive allosteric modulators, primary screen, cell-based, membrane potential dye, choline EC20. High affinity choline transporter 1 (Homo sapiens), Q9GZV3. CHT-expressing cells; stronger effect = higher value; LV-AA mutant CHT in HEK293 cells. B-score at 10 µM. 310,000 compounds, 0.49% hits;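 active = initial fluorescence not abnormally high and integrated response B-score, plate-corrected, over 3 SD above library mean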
Target sequence (Q9GZV3 whole entry, looked up): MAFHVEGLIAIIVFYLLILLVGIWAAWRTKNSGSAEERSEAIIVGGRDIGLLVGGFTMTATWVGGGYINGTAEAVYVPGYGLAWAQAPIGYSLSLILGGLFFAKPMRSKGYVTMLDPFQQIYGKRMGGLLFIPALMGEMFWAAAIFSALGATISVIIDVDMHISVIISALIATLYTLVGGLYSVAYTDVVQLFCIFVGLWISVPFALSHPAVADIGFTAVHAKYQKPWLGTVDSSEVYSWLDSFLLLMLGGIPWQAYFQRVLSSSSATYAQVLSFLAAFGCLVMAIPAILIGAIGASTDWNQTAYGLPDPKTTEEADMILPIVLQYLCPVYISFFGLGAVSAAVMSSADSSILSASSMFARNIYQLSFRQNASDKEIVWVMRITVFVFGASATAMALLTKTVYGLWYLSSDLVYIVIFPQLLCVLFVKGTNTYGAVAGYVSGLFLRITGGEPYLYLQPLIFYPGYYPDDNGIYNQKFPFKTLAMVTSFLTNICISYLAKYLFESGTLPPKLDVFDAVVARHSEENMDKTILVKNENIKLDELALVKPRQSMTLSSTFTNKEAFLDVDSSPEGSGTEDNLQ
OX1R antag: OX1R (HCRTR1) antagonists, primary screen, fluorescence, CHO/OX1R cells, Fluo-8 calcium, orexin A; inhibition, % at 5 µM; Fluo-8 calcium fluorescence; Orexin/Hypocretin receptor type 1 (Homo sapiens), O43613; 330,000 compounds, 0.43% hits;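 active = inhibition above its plate's threshold, mean inhibition of all tested compounds on the plate plus 3 SD, cut at about 37% in these data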;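 note: 0% = orexin A challenge wells and 100% = SB-334867-A antagonist wells; not every result past the cut was called active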
Target sequence (O43613 whole entry, looked up): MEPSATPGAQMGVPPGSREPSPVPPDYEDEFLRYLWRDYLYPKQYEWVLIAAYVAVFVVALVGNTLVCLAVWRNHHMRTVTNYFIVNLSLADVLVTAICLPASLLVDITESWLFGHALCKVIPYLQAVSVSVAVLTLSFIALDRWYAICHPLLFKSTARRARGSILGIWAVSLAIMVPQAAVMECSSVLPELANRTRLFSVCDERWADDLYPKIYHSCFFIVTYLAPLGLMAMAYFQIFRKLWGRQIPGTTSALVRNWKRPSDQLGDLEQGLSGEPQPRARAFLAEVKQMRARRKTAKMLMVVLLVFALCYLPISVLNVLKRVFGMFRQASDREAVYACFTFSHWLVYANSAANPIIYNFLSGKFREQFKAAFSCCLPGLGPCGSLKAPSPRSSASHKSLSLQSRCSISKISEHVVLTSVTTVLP
Numbers without * were called inactive; i = inactive; . = no result given.

Below each compound: CHT allo act	OX1R antag
- CCCCc1ccc(NC(=O)CSc2nc(=O)n(CCN(CC)CC)c3c2CCCC3)cc1
    i	-40.7
- CCOc1ccc(N2C(=O)NC(Cc3c[nH]c4ccccc34)C2=O)cc1 (centres undefined)
    i	-14.3
- COC(=O)CC1C(=O)NCCN1C(=O)CSc1nnnn1-c1ccc(OC)cc1 (centres undefined)
    i	-4.6
- Cc1ccc2nc(-c3ccc(NC(=O)COC(=O)c4ccc([N+](=O)[O-])o4)cc3)sc2c1
    i	2.4
- O=c1cc(-c2ccccc2Cl)oc2c(NS(=O)(=O)c3cc(Cl)cc(Cl)c3O)ccc(O)c12
    i	42.6
- Cc1cc(C)cc(C(=O)NCC(=O)OCC(=O)NC2CCCc3ccccc32)c1 (centres undefined)
    .	-7.8
- O=C(CSc1ncc(C(F)(F)F)cc1Cl)N1CCN(S(=O)(=O)c2ccc3ccccc3c2)CC1
    i	-29.4
- Cc1ccc(CNC(=O)c2cc(-c3ccccc3)n(Cc3cc(C)no3)n2)cc1
    i	-23.7
- CCCNC(=O)NC(=O)COC(=O)c1oc2ccc(OCC)cc2c1C
    i	-10.8
- CCn1c(O)c(C=NC2CCCC2)sc1=S
    i	-26.1
- Clc1ccc(-c2n[nH]c3c2Cc2ccccc2-3)cc1Cl
    i	-5.8
- CC[C@]12c3[nH]c4ccccc4c3CCN1C(=O)C(CC(=O)NCCN1CCOCC1)C[C@@H]2C(=O)N1CCN(C(=O)C2CC2)CC1 (some centres undefined)
    .	5.4
- Cc1cccc(Oc2nc(-c3ccncc3)nc3ccccc23)c1
    i	-52.0
- COc1ccc(NC(=S)NCc2ccc(S(N)(=O)=O)cc2)cc1OC
    i	-16.6
- Cc1nn(-c2ccccc2)c(N)c1C1(O)C(=O)N(C(C)C)c2ccccc21 (centres undefined)
    i	-8.2
- Nc1nc(OCc2ccccc2)c2[nH]cnc2n1
    i	-14.8
- CSc1nc2ccc(NC(=O)c3c(F)cccc3F)cc2s1
    i	-15.3
- CCOC(=O)c1nc(Nc2ccc(C(C)=O)cc2)c2ccccc2n1
    i	-30.5
- CCCc1nnc(SCC(=O)N2CCCC(C)C2)n1CCOC (centres undefined)
    i	-29.0
- CCN(CC)S(=O)(=O)c1ccc(OC)c(NC(=O)CSc2cc(C)ccc2C)c1
    i	-6.9
- Cc1ccc2nnc(Cl)n2n1
    i	4.7
- O=C(COc1ccccc1)Nc1ccc(S(=O)(=O)Nc2ccccn2)cc1
    i	-6.9
- CC(C)c1cccc(C(C)C)c1NC(=O)COC(=O)c1ccc(OCC(=O)Nc2cccc(C(F)(F)F)c2)cc1
    i	-12.7
- O=C1CC(C2CCCO2)C(=O)N1Cc1ccccc1 (centres undefined)
    i	-16.4
- CCOC(=O)C1=C(C)Nc2ccc(C)cc2S1
    i	3.4
- COc1ccc(-n2c(SC(C)C(=O)N3CCOCC3)nc3ccccc3c2=O)cc1 (centres undefined)
    i	0.5
- O=C(Cc1ccccc1)NCCN1CCCC1
    i	-9.1
- O=C(NC(Cc1ccccc1)C(=O)O)/C(=C/c1cccc([N+](=O)[O-])c1)NC(=O)c1cccc(Br)c1 (centres undefined)
    i	-0.1
- O=C(Nc1ccccc1-c1ccccc1)NC1CCN(C(=O)N2CCOCC2)CC1
    i	-9.7
- Cc1ccc(S(=O)(=O)c2cnc(-c3ccccc3)nc2N2CCCCC2)cc1
    i	-3.4
- Cc1ccc(-c2n[nH]c(=O)c3ccccc23)cc1N
    i	-3.7
- CCOc1cc(C(=O)NC2CCCCCCC2)cc(OCC)c1OCC
    i	-38.1
- CCN(C(=O)COC(=O)CNS(=O)(=O)c1ccccc1)c1ccccc1
    i	-7.2
- Cn1c(-c2ccc3c(c2)OCO3)c(C(=O)O)c(=O)c2ccccc21
    i	-3.9
- Cn1c(SCc2ccc3c(c2)OCO3)nnc1-c1ccccc1
    i	-14.8
- CCCCNC(=S)N(C)/N=C/c1c(C)[nH]c2ccccc12
    i	-24.4
- O=C(CC1C(=O)NCCN1Cc1ccc(-c2ccccc2)cc1)NC1CCC1 (centres undefined)
    i	-18.7
- CC(/C=N/NC(=O)Cc1cc(=O)[nH][nH]1)=C\c1ccccc1
    i	-4.7
- O=C1NC2(CCCCC2)C(=O)N1CCS(=O)(=O)Oc1ccccc1
    i	-30.3
- c1ccc(-n2c(-c3ccncc3)nnc2-c2cccs2)cc1
    i	-24.8

Reprinted from the entries so far (two entries):
Below each compound: CHT allo act	OX1R antag
- O=C1NC2(CCCCC2)C(=O)N1CCS(=O)(=O)Oc1ccccc1
    i	-30.3
- c1ccc(-n2c(-c3ccncc3)nnc2-c2cccs2)cc1
    i	-24.8

Carrying on.
Below each compound: CHT allo act	OX1R antag
- O=CNNC(=O)c1cccc([N+](=O)[O-])c1
    i	9.2
- CC1CC2(CCCC2)N(C(=O)N(C)C)c2ccc(F)cc21 (centres undefined)
    i	-34.7
- CCOCC(=O)Nc1cccc(Br)c1
    i	-9.5
- c1ccc(CN2CCN(C(c3ccccc3)c3ccccc3)CC2)cc1
    i	-51.9
- CC(=O)Nc1ccc(S(=O)(=O)NCCCc2ccccc2)cc1
    i	-19.4
- O=C(COc1ccc(F)cc1Br)NCCCN1CCCC1=O
    .	0.0
- O=C(/C=C/c1ccc(OCCCF)cc1)Nc1ccnc(-c2ccncc2)n1
    i	21.7
- CC(=O)N/C(=C/c1ccccc1)C(=O)NC(Cc1ccccc1)C(=O)O (centres undefined)
    i	23.7
- COc1ccc(C(=O)COc2ccc(C)cc2NC(C)=O)cc1
    i	-18.1
- CCOC(=O)c1coc(CNC(=O)c2c(C)oc3c2CCCC3)c1
    i	-25.9
- CC(C)(C)c1cc(NC(=O)CSc2nnc(N)s2)n(-c2ccccc2)n1
    i	-20.5
- O=C(NC(=S)Nc1cccc(NC(=O)c2ccc(Cl)cc2Cl)c1)c1cccs1
    i	-39.3
- Cc1ccc(NCN2C(=O)C3C4C=CC(C4)C3C2=O)cc1 (centres undefined)
    i	1.1
- CC1CCN(C(c2ccc(N(C)C)cc2)c2nnnn2Cc2ccc(F)cc2)CC1 (centres undefined)
    i	-29.0
- Cc1noc(C)c1CSCC(=O)N(C)CC(=O)Nc1cccc(F)c1
    i	-15.1
- c1ccc(-c2cn3c(n2)-c2ccccc2C3)cc1
    i	-6.7
- Cn1ncc2c(NCc3cccc(C(F)(F)F)c3)c(C(=O)O)cnc21
    i	-7.0
- O=C(NCC(c1cccs1)N1CCOCC1)c1ccco1 (centres undefined)
    i	-4.0
- CCOC(=O)c1cc(-c2ccc(F)cc2)n(CCC(=O)NC2CCN(Cc3ccccc3)CC2)c1C
    i	-16.8
- C=CCn1c(C)cc(C(=O)CSc2n[nH]c(N)n2)c1C
    i	-13.7
- COc1ccc(F)cc1C1=CC(=O)C[C@H](c2ccc3c(c2)OCO3)C1
    .	-16.1
- COc1ccc(NC(=O)Cn2nnc(C(N)=O)c2N)c(OC)c1
    i	-13.1
- N#Cc1cc([N+](=O)[O-])ccc1NC(=O)COC(=O)CN1C(=O)C2CCCCC2C1=O (centres undefined)
    .	-21.9
- Cc1cc(Cl)ccc1OCCCC(=O)NCc1ccncc1
    i	2.2
- Cc1ccc(C(NC(=O)N2CCOCC2)C(Cl)(Cl)Cl)cc1F (centres undefined)
    i	-6.7
- CCC(CO)Oc1cc(NCc2ccccc2OC)c2ncn(C(C)C)c2c1 (centres undefined)
    .	-10.0
- CCOC(=O)c1cc(NC(=O)CCC(=O)O)ccc1N1CCCCC1
    i	-22.8
- CN(C)S(=O)(=O)c1cccc(C(=O)NCC2(N3CCOCC3)CCCCC2)c1
    i	-19.5
- CCc1ccc(OCCNC(=O)c2ccccc2SCc2ccc(F)cc2)cc1
    i	-32.5
- Cc1cc(N2CCN(c3nnnn3-c3ccccc3)CC2)n2ncnc2n1
    i	-12.1
- O=C(N/N=C/c1ccccn1)c1[nH]c2ccc([N+](=O)[O-])cc2c1-c1ccccc1
    i	-21.0
- COCCCn1c(=O)/c(=C\c2cccc(OC)c2OC)s/c1=C(/C#N)C(=O)Nc1ccc(C(=O)O)cc1
    i	-42.8
- COCCCNc1ncnc2ccc(C)cc12
    i	-6.8
- COCc1c(C#N)c(NCCc2ccc(F)cc2)nc(C)c1[N+](=O)[O-]
    i	-28.5
- Cc1noc(C)c1CS(=O)(=O)c1ccc(Br)cc1
    i	-7.2
- C[C@]12c3[nH]c4cc(-c5ccco5)ccc4c3CCN1C(=O)[C@@H](CC(=O)NCCN1CCOCC1)C[C@@H]2C(=O)N1CCOCC1
    .	-26.1
- COc1ccccc1C1=NOC(Cn2c(NCCOCCO)nc3c2c(=O)n(C)c(=O)n3C)C1 (centres undefined)
    i	-19.7
- O=C(CNC(=O)c1ccccc1Br)N/N=C/c1ccccc1O
    i	-11.1
- CC(C)Cc1nc(SCC(=O)Nc2ccc(S(N)(=O)=O)cc2)n[nH]1
    i	-18.8
- COc1nc2ccccc2c(=O)n1OCC(C)C
    i	-1.1

Of the compounds above, these contain a COOH group:
Below each compound: CHT allo act	OX1R antag
- O=C(NC(Cc1ccccc1)C(=O)O)/C(=C/c1cccc([N+](=O)[O-])c1)NC(=O)c1cccc(Br)c1 (centres undefined)
    i	-0.1
- Cn1c(-c2ccc3c(c2)OCO3)c(C(=O)O)c(=O)c2ccccc21
    i	-3.9
- CC(=O)N/C(=C/c1ccccc1)C(=O)NC(Cc1ccccc1)C(=O)O (centres undefined)
    i	23.7
- Cn1ncc2c(NCc3cccc(C(F)(F)F)c3)c(C(=O)O)cnc21
    i	-7.0
- CCOC(=O)c1cc(NC(=O)CCC(=O)O)ccc1N1CCCCC1
    i	-22.8
- COCCCn1c(=O)/c(=C\c2cccc(OC)c2OC)s/c1=C(/C#N)C(=O)Nc1ccc(C(=O)O)cc1
    i	-42.8

Following part
mol | CHT allo act | OX1R antag
CCO[C@H]1OC(C(=O)NCc2nc3ccccc3[nH]2)=C[C@@H](c2csc3ccccc23)[C@@H]1CCCO | i | -18.2
COc1ccccc1C(CC(=O)Nc1ccccc1C)c1ccc(OC(C)C)cc1 (centres undefined) | i | -44.2
O=C(CCCc1c[nH]c2ccccc12)N[C@@H](Cc1c[nH]c2ccccc12)C(=O)O | i | -23.0
Cc1cccc(NC(=O)c2ccc(NS(=O)(=O)c3c(C)noc3C)cc2)c1 | i | -4.2
Oc1[nH]c2ccccc2c1N=Nc1ccccc1F | i | 18.7
CC(C)N(C(=S)NCc1ccccc1)c1ccccc1 | i | -11.4
CON(C)C(=O)CC1(CN(Cc2ccccc2)C(=O)OC(C)(C)C)CCCCC1 | . | -37.0
CC1CCCN(S(=O)(=O)c2ccc(S(=O)(=O)N3CCC4(CC3)OCCO4)cc2)C1 (centres undefined) | i | -17.1
Cc1ccc(C)c(NCc2n[nH]c(=S)n2-c2ccccc2)c1 | i | -22.8
CC(=O)NC(=S)NNC(=O)C(c1ccccc1)c1ccccc1 | i | -7.9
CCOc1ccc(N(CC(=O)Nc2ccccc2C)S(=O)(=O)c2c(C)noc2C)cc1 | i | -30.4
O=C(C1=C(O)C(=O)N(CC2CCCO2)C1c1ccccc1)c1ccco1 (centres undefined) | i | -14.5
CC(C)(Oc1ccc(Cl)cc1)C(=O)Nc1ccc(S(=O)(=O)Nc2ncccn2)cc1 | i | -12.9
COc1cc(NS(=O)(=O)c2ccc(-c3ccc(=O)[nH]n3)o2)cc(OC)c1OC | i | -10.9
N=c1c(C(=O)NCc2ccc(F)cc2)cc2c(=O)n3ccccc3nc2n1Cc1ccco1 | i | -23.9
Cn1c2c(c(=O)n(C)c1=O)C(NC(=O)c1cccs1)(C(F)(F)F)C(=O)N2 (centres undefined) | i | 0.9
CCc1nnc(NC(=O)CN2CCN(c3cccc(OC)c3)CC2)s1 | i | -25.9
COc1ccc(OC)c(Nc2ncnc3sc(-c4ccccc4)cc23)c1 | i | -22.6
Cc1[nH]c2ccccc2c(=O)c1CN1CCCCCC1 | i | -0.2
CCOC(=O)[C@@H]1[C@H]2COc3ccccc3[C@H]2N2C(=O)N(c3ccc(Cl)cc3)C(=O)[C@@]12C | i | -8.2
CNC(=O)/C(C#N)=C/c1c(N2CCN(C)CC2)nc2c(C)cccn2c1=O | i | -9.9
O=C(CN1C(=O)CSc2ncccc21)Nc1ccccc1F | i | -17.0
CCCNS(=O)(=O)c1ccc(NC(=O)c2cccnc2)cc1 | i | -5.8
C=CCn1c(=O)c2ccccc2n2c(SCC(=O)Nc3cc(C)on3)nnc12 | i | -21.1
CCCCC(=O)Nc1ccc(NC(=O)c2cnccn2)cn1 | i | -7.5
N#Cc1ccc(S(=O)(=O)N2CCN(C(=O)[C@@H]3CCCN3C(=O)c3cccs3)CC2)cc1 | . | -24.9
CC(C)(C)NC(=O)NC(=O)CSc1ncc(C(F)(F)F)cc1Cl | i | -39.5
CSc1ccc(CN2CCC(Oc3ccc(C(=O)N4CCCC4)cc3)CC2)cc1 | i | -8.8
CC1CN(C(=O)c2ccccc2OCc2ccccc2Cl)CC(C)O1 (centres undefined) | . | -19.5
COc1ccc(-c2nnc(SCc3ccccc3)n2N)cc1 | i | 1.4
O=C(CCC(=O)Nc1ccc(Br)cc1)N/N=C/c1ccccc1F | i | -30.7
O=c1c(Cl)c(N/N=C/c2ccc(Cl)cc2)cnn1-c1ccccc1 | i | -26.4
OCCC1CN(Cc2cccc(C(F)(F)F)c2)CCN1Cc1ccccc1 (centres undefined) | i | -4.7
Cc1oc2cc(O)ccc2c(=O)c1N1C(=O)c2ccccc2C1=O | i | -7.3
COc1ccc2occ(C(=O)c3ccccc3)c2c1 | i | 0.0
O=c1[nH]c(=O)n(CCO)c2nnn(Cc3ccccc3)c12 | i | 8.5
Cc1[nH]c2ccc(Br)cc2c(=O)c1CN1CCOCC1 | i | 3.3
O=C(Nc1ccc(Br)cc1Cl)N1CCOCC1 | i | -7.1
COC(=O)CSc1nc(C)c(Oc2ccccc2)c(=O)[nH]1 | i | -3.3
CCCOC(=O)c1ccc(N2C(=O)c3ccccc3C2=O)cc1 | i | -23.3

Screening results (PubChem BioAssay)
